hgDAF12 agonist: H. glycines DAF-12 receptor agonists, primary screen, cell-based, luminescence, HEK293, GAL4 fusion, UAS-luciferase; Nuclear hormone receptor DAF-12 (Heterodera glycines), GAL4 fusion; activation, % at 6.8 µM; AID 687014, 2013; 370,000 tested, 1.8% active; HEK293 GAL4-hgDAF12 UAS-luciferase reporter, agonist luminescence; normalized to butyrate control;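 active = activation above a cutoff set at the mean of all screened compounds plus 3 SD, cut at about 10% in these data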;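 also: 0% = DMSO wells and 100% = sodium butyrate wells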
PG9 Ab binder: binders of HIV-1 gp120 antibody PG9, primary screen, biochemical, TR-FRET. HIV-1 gp120 / PG9 antibody interaction. TR-FRET gp120-PG9 antibody binding. inhibition, % at 6.7 µM. 360,000 tested, 0.43% active; in the data active = inhibition above about 8.5%
GAA850 FXN act: FXN promoter activators, primary screen, cell-based, luciferase luminescence, HEK293 lucGAA850; HEK293 lucGAA850 FXN promoter luciferase reporter, 24 h; percent of 10 µM SAHA response; 360,000 tested, 0.56% active; activation, % at 6 µM; AID 540364, 2011;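 active = activation above the average of all compounds screened plus 3 SD, cutoff fixed separately per campaign, cut at about 7.5% in these data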;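 also: 0% = DMSO wells and 100% = 10 µM SAHA wells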
ADAM10 inh: human ADAM10 inhibitors, primary screen, biochemical, QFRET, HTS | Disintegrin and metalloproteinase domain-containing protein 10 (Homo sapiens), O14672 | recombinant ADAM10, EDANS/DABCYL FRET peptide cleavage, 3 h | 370,000 tested, 0.62% active | inhibition, % at 7 µM;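 active = inhibition above a per-campaign cutoff equal to the mean of compounds falling between control-based bounds plus 3 SD, cut at about 20% in these data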;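 also: 0% = DMSO wells while the 100% control is not disclosed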
SMARCA2 activ: SMARCA2 (BRM) function activators, primary screen, cell-based, luminescence, high throughput. MG213 cells, MMTV-luciferase reporter, dexamethasone, overnight. activation, % at 9.1 µM. 370,000 tested, 1% active. AID 652017, 2013; in the data active = activation above about 7.8%;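 also: 0% = vehicle wells and 100% = reference activator wells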
DAX1 inh-1: DAX1 (NR0B1) inhibitors, primary screen, cell-based, HEK293, Gal4-DAX1, luciferase luminescence; Nuclear receptor subfamily 0 group B member 1 (Homo sapiens), P51843; HEK293 Gal4-DAX1 luciferase reporter; inhibition, % at 6.75 µM; 340,000 tested, 0.99% active; AID 504766, 2011;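 active = inhibition above the mean over all tested compounds plus 3 SD, cut at about 4.2% in these data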;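 also: 0% = DAX1-transfected cells with DMSO and 100% = empty-vector control cells with DMSO; inhibition shows as a rise in luminescence from relieved DAX1 repression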
ssDAF12 agonist: S. stercoralis DAF-12 nuclear receptor activators, primary screen, cell-based, luminescence, HEK293, GRIP1 co-expression, lit1-tk-luc; activation, % at 6.8 µM; HEK293 ssDAF-12/GRIP1 lit1-tk-luc reporter; % of 3 µM dafachronic acid response; 370,000 tested, 1% active; AID 652126, 2013;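 active = activation above the mean over all tested compounds plus 3 SD, cut at about 0.9% in these data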;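 also: 0% = DMSO-only wells and 100% = 3 µM delta7-dafachronic acid wells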
hcDAF12 agonist: H. contortus DAF-12 nuclear receptor activators, primary screen, cell-based, luminescence, HEK293, lit1-tk-luc reporter. HEK293 hcDAF-12 lit1-tk-luc reporter; 0% DMSO, 100% Δ7-dafachronic acid. activation, % at 6.8 µM. 370,000 tested, 1.4% active;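 active = activation above the mean of all tested compounds plus 3 SD, cut at about 5.5% in these data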;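 also: 100% = response to 3 µM Δ7-dafachronic acid high control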
ADAM17 inh: ADAM17 inhibitors, primary screen, biochemical, QFRET; Disintegrin and metalloproteinase domain-containing protein 17 (Homo sapiens), P78536; recombinant ADAM17, EDANS/DABCYL FRET peptide cleavage; inhibition, % at 6.95 µM; 370,000 tested, 0.83% active; AID 720648, 2013;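 active = inhibition above the mean of compounds lying between control limits plus 3 SD, set per campaign, cut at about 8.5% in these data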;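 also: 0% = DMSO-only wells as the low control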
NPR1 activator: GC-A stimulated cGMP production enhancers – HEK293 GC-A cells, cGMP TR-FRET, EC30 ANP, primary screen | Atrial natriuretic peptide receptor 1 (Homo sapiens), P16066 | AID 1671463, 2021 | activation, % at 10 µM | 370,000 tested, 0.14% active | 0% at EC30 ANP, 100% saturating ANP; in the data active = activation above about 40%
Target sequence (P16066 whole entry, looked up): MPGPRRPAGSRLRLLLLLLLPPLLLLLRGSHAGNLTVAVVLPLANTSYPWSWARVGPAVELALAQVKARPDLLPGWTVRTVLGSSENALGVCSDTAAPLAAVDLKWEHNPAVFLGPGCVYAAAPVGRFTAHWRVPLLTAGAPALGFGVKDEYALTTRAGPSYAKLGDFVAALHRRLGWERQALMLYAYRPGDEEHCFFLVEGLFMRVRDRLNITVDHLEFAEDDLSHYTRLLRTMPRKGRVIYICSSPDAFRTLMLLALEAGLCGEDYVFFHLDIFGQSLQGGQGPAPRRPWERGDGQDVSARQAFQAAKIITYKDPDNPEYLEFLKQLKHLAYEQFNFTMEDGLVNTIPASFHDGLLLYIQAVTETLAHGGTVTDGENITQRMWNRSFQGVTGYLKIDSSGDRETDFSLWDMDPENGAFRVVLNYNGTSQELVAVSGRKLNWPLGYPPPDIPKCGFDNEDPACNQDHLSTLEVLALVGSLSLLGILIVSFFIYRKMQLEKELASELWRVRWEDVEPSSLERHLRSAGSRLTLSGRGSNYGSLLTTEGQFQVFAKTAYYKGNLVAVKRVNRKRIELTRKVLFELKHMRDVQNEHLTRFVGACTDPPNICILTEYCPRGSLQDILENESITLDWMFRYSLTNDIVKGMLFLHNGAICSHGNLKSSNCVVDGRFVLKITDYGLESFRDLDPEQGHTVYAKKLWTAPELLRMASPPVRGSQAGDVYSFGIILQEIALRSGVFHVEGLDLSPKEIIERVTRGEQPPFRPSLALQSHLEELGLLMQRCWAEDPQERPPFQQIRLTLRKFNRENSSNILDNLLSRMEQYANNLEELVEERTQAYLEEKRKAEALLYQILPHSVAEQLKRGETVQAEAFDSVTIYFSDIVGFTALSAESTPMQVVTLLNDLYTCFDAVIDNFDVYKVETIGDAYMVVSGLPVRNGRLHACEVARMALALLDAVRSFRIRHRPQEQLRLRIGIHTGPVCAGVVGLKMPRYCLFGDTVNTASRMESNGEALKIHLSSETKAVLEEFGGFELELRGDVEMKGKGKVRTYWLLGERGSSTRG
DAX1 inh-2: DAX1 (NR0B1) inhibitors on StAR promoter, primary screen, cell-based, luminescence, SF-1 (NR5A1), full-length DAX-1; inhibition, % at 6.8 µM; 370,000 tested, 1.1% active; HEK293T StAR-luciferase reporter, SF-1/DAX-1 repression relief; AID 652010, 2013;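 active = inhibition above the mean over all tested compounds plus 3 SD, cut at about 3.6% in these data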;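 also: 0% = DAX-1 cells with DMSO and 100% = cells lacking DAX-1 with DMSO; higher inhibition means more luminescence from relief of DAX-1 repression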
* hit, by the source's call; nt = not tested or not shown.

SMILES,hcDAF12 agonist,GAA850 FXN act,ssDAF12 agonist,DAX1 inh-1,DAX1 inh-2,PG9 Ab binder,hgDAF12 agonist,NPR1 activator,ADAM17 inh,ADAM10 inh,SMARCA2 activ
O=C(c1cccs1)N(Cc1ccccn1)Cc1ccco1,-1.1,0.6,-1.3,-0.9,0.6,0.5,-1.6,5,-2,-2,-3
COC(=O)[C@H](C)[C@H]1C[C@]1(C)[C@H](NC(=O)OCc1ccccc1)c1ccccc1,-0.9,-1.0,-1.5,1.1,-0.4,-0.2,-0.1,2,3,4,0
COc1cc(-c2noc(-c3cccc(Cl)c3)n2)cc(OC)c1OC,-0.8,1.3,-1.7,0.5,-0.5,4.0,1.1,2,-3,-1,-1
COc1ccc(CC(=O)N[C@@H](CCSC)C(=O)N2CCC3(CC2)NCCc2[nH]cnc23)cc1,0.0,0.1,-0.8,0.1,0.4,-1.9,-1.8,5,1,5,0
COc1ccc(CNC(=O)c2sc(=O)n(Cc3ccc(S(=O)(=O)N(C)C)cc3)c2C)cc1,-4.4,0.3,-2.5,nt,-3.3,-0.3,-4.2,-1,0,-5,-2
CCOC(=O)Cc1csc(NS(=O)(=O)c2ccc(SC)cc2)n1,-0.5,0.7,-1.9,0.3,-0.3,-2.3,1.5,3,-1,2,1
O=C(COc1ccc2c3c(c(=O)oc2c1)CCC3)N[C@@H](Cc1ccccc1)C(=O)O,-0.2,-1.9,-1.5,1.7,-0.2,0.6,-0.8,4,-33,-159,0
CCOC(=O)Cn1c(O)c(N=NC(=O)CNC(=O)Cc2ccccc2)c2ccccc21,-1.1,-0.3,-0.6,1.5,0.3,-3.6,1.2,-1,1,-3,-1
N#Cc1ccc2sn(-c3ccccc3)c(=O)c2c1,2.6,0.6,0.0,2.5,7.9*,0.6,11*,20,-1,-2,12*
Cn1c(SCC(=O)NCCC2=CCCCC2)nnc1C(F)(F)F,-0.8,-0.2,-1.2,-0.3,0.6,-1.0,-0.6,-3,-4,-6,-2
COC1CC(N)C2OC(c3ccccc3)OCC2O1 (centres undefined),-0.1,0.4,-0.7,0.7,-0.5,0.3,1.7,1,-5,-16,-3
COc1ccc(CC(=O)c2ccc(OC)c(OC)c2C)cc1OC,-3.6,-2.9,-1.9,-2.7,-2.2,-0.2,-2.3,-1,-3,-2,-3
CCCCOc1ccc(C(O)(CC)CCN2CCOCC2)cc1 (centres undefined),-1.7,0.5,-2.1,-0.8,0.1,-1.0,-1.7,3,-1,14,1
CC(C)(C)c1nnc2sc(SC/C(O)=C(\C#N)c3nc4ccccc4[nH]3)nn2c1=O,2.3,-3.7,0.3,0.1,0.0,1.5,1.9,-6,0,-5,-2
Cc1ccccc1NC(=O)COC(=O)c1ccc(Sc2ncn[nH]2)c([N+](=O)[O-])c1,0.1,nt,-1.8,nt,2.5,nt,1.5,-1,0,4,-4
COc1ccc(Cn2c(-c3ccc(OC)cc3)n[nH]c2=S)cc1,-1.4,0.7,-1.3,-1.2,-0.2,0.9,-0.1,6,-2,7,-2
c1ccc(CNc2ncnc3c2oc2ccccc23)nc1,1.3,4.7,-1.1,0.7,0.7,3.3,0.4,3,-4,-3,6
CNC(=S)N/N=C/c1ccc(OCC(=O)Nc2c(C)cc(C)cc2C)c(OC)c1,-2.4,2.5,-1.6,-0.7,-1.0,-1.2,-2.0,33,4,1,-2
O=C(Nc1nonc1NC(=O)c1cccs1)c1cccs1,-3.3,-1.4,-2.5,-6.6,-3.6,-0.8,-6.3,4,-4,-9,-7
COc1cc(S(=O)(=O)Nc2ccccc2C)ccc1Cl,-0.9,-2.5,-1.8,1.1,-0.9,-1.7,2.2,1,-2,1,1
Nc1ncnc2c1ncn2[C@@H]1O[C@H](C(=O)N[C@@H](CCc2ccccc2)C(=O)N2CCCN(Cc3cccs3)CC2)[C@@H](O)[C@H]1O,-0.8,nt,-0.8,nt,0.0,0.3,1.8,3,-5,-10,-1
Cc1c(C(=O)Nc2cccc(S(=O)(=O)N3CCOCC3)c2)oc2ccc(Br)cc12,-0.6,-2.1,-1.3,1.2,0.4,1.5,2.6,4,-1,-1,2
O=C(CCS(=O)(=O)c1ccc(Br)cc1)N1CCN(c2ccccc2)CC1,0.1,-2.0,-0.8,-0.1,-0.3,0.9,-0.7,-1,1,4,0
COCCNC(=S)N/N=C/c1ccc2c(c1)OCCO2,-0.9,-1.4,-1.6,-0.1,-0.3,-2.0,2.7,3,-8,-6,-2
CCN(C(=O)CN1CCC(C(=O)OC)CC1)c1c(N)n(Cc2ccccc2)c(=O)[nH]c1=O,-0.4,0.6,-0.8,1.1,1.3,-1.5,-1.0,2,1,-11,3
CCOC(=O)c1cc(C)sc1NC(=O)C1CCC1,-1.9,2.1,-1.5,0.7,-0.1,-1.6,0.2,-4,1,6,2
Cc1ccccc1OCC1Cc2c(nc(N)c(C#N)c2N)O1 (centres undefined),0.3,4.2,-0.4,-0.3,0.7,0.3,1.7,1,3,3,7
CN(CC(=O)Nc1ccc(F)c(F)c1F)C(=O)/C=C/c1ccc(Cl)cc1,-1.8,0.4,-1.0,0.3,-0.2,-2.6,-0.5,-1,6,-1,-2
CCOc1ccccc1CNC(=O)Cn1c(=O)oc2ccccc21,3.3,0.4,-0.6,-0.2,0.7,0.1,-1.7,11,-4,-15,-3
Clc1nnc(N2CCCCC2)c2ccccc12,-2.5,5.4,-1.5,-0.3,0.1,1.3,-1.4,-1,4,5,-4
COc1ccc(C(=O)c2c(C)oc3ccc(O)cc23)c(OC)c1,-0.6,-1.3,-1.2,-2.0,0.0,1.3,-3.4,-5,-2,-2,-2
O=C(Nc1ccccc1C(=O)N1CCN(Cc2ccccc2)CC1)c1ccccc1,0.5,0.1,-1.4,0.2,1.6,-3.2,0.3,0,-2,-1,-1
CCCCn1c(N)c(N(CC)C(=O)CN2C(=O)NC(C)(c3ccccc3)C2=O)c(=O)[nH]c1=O (centres undefined),-1.1,1.0,-0.4,1.5,1.4,-1.4,-3.2,-1,-1,-6,-3
Cc1ccc(C)c(N2CCN(C(=O)CSc3ccsc3[N+](=O)[O-])CC2)c1,0.0,-0.5,-1.0,-0.5,-0.3,-2.1,-1.3,-2,2,0,1
Cc1ccccc1OCCSc1nnc(C)n1-c1ccccc1,-0.6,1.7,-1.9,-0.2,0.0,0.6,-0.3,-3,-4,1,-2
S=c1[nH]nc(-c2cccs2)n1/N=C/c1cn(-c2ccccc2)nc1-c1cccs1,-2.2,2.2,-1.3,nt,-0.5,-0.8,1.0,-1,-4,-5,-2
Cc1cc(OCC(=O)OCC(=O)N(Cc2ccccc2)C(C)(C)C)ccc1Cl,-1.0,-0.2,-0.9,0.2,-0.1,0.7,-1.9,-2,0,2,3
CCCCNC(=O)C1c2ccccc2OCC(=O)N1CCOC (centres undefined),-1.1,nt,-0.8,nt,1.2,0.3,9.6,-1,-1,-2,-3
CCCCNS(=O)(=O)CC1NCc2ccccc21 (centres undefined),0.3,nt,-0.6,nt,-0.8,nt,2.6,4,0,-4,0
COc1ccc(N(CC(=O)N2c3ccccc3CC2C)S(=O)(=O)c2c(C)noc2C)cc1 (centres undefined),-1.1,-0.6,-1.6,-1.6,0.6,2.0,-1.4,-16,5,9,-1
O=C(NN1C(=O)C2C3C=CC(C3)C2C1=O)c1ccco1 (centres undefined),0.0,0.3,-0.8,0.4,0.5,2.3,-3.5,3,-6,-2,3
CCCCNC(=O)C[C@H]1C[C@@]2(C(=O)OC)C(=C[C@H](C(C)(C)C)O[C@@H]2C)N(CCc2ccc(OC)c(OC)c2)C1=O,-1.1,nt,-1.4,nt,0.2,nt,-0.6,2,4,9,-4
Cc1cccc(NC(=O)COC(=O)c2ccc(S(=O)(=O)N3CCCC3)cc2)c1,-0.5,0.8,-0.7,-0.4,0.2,0.2,4.7,-5,0,-4,-3
COc1ccc(NC(=O)CSCc2cc(=O)n3ccsc3n2)cc1,1.5,-0.5,0.5,-0.4,0.1,-0.6,2.1,-2,-1,1,-4
O=C(Nc1ccccc1C(=O)NCCN1CCOCC1)c1ccco1,-1.5,0.3,-1.5,0.2,-0.8,2.0,-0.1,0,-9,-8,-1

3 compounds out of the list, arranged by heavy-atom count, high to low.
SMILES,hcDAF12 agonist,GAA850 FXN act,ssDAF12 agonist,DAX1 inh-1,DAX1 inh-2,PG9 Ab binder,hgDAF12 agonist,NPR1 activator,ADAM17 inh,ADAM10 inh,SMARCA2 activ
Cc1cccc(NC(=O)COC(=O)c2ccc(S(=O)(=O)N3CCCC3)cc2)c1,-0.5,0.8,-0.7,-0.4,0.2,0.2,4.7,-5,0,-4,-3
Cc1ccc(C)c(N2CCN(C(=O)CSc3ccsc3[N+](=O)[O-])CC2)c1,0.0,-0.5,-1.0,-0.5,-0.3,-2.1,-1.3,-2,2,0,1
COc1ccc(C(=O)c2c(C)oc3ccc(O)cc23)c(OC)c1,-0.6,-1.3,-1.2,-2.0,0.0,1.3,-3.4,-5,-2,-2,-2

Later entries.
SMILES,hcDAF12 agonist,GAA850 FXN act,ssDAF12 agonist,DAX1 inh-1,DAX1 inh-2,PG9 Ab binder,hgDAF12 agonist,NPR1 activator,ADAM17 inh,ADAM10 inh,SMARCA2 activ
O=C(COC(=O)Cn1nc(-c2ccccc2)oc1=O)Nc1ccc(F)cc1,-2.0,2.6,-1.2,-0.7,0.2,-1.6,1.4,13,-1,-7,0
O=C(COC(=O)c1ccccc1Br)NC1CCCC1,0.4,4.5,-0.2,1.4,0.7,0.5,5.4,-1,-3,-7,5
Cc1nc(Cl)nc(N(C)c2ccccc2)c1[N+](=O)[O-],-0.6,-1.4,-1.5,-0.3,0.1,-1.4,-1.9,6,-1,5,-4
Cc1nnc(NC(=O)c2csc3c2CCCC3)s1,-0.9,nt,-1.0,nt,-0.1,-3.0,8.2,-2,0,0,0
CCOc1ccc(N(CC)S(=O)(=O)c2c(C)[nH]c(=O)[nH]c2=O)cc1,-2.8,0.3,-1.5,1.2,0.0,1.0,-2.0,3,-1,-9,-1
Cn1c(N)c(C(=O)COC(=O)[C@@H]2CCCN2S(=O)(=O)c2ccc(Cl)cc2)c(=O)n(C)c1=O,-0.2,1.9,-0.8,-0.3,-0.7,-0.2,0.2,8,-3,-4,-2
C=CCOC(=O)C(C#N)c1nc2ccccc2nc1N1CCN(Cc2ccc3c(c2)OCO3)CC1 (centres undefined),-1.1,3.1,-1.0,-0.3,0.6,-1.5,-0.9,-6,-17,-34,2
CCOc1ccc(CCNC(=O)c2cn(C)c3ccc(S(=O)(=O)N4CCOCC4)cc3c2=O)cc1OCC,-0.6,0.5,-1.4,0.1,2.1,-3.2,2.5,2,-3,-2,2
